USP7 block: human USP7 deubiquitinase inhibition; Q93009; purified USP7, Ub-rhodamine cleavage fluorescence; inhibition, % at 20 µM; 0.3% of 47,000 active
Target sequence (Q93009 whole entry, looked up): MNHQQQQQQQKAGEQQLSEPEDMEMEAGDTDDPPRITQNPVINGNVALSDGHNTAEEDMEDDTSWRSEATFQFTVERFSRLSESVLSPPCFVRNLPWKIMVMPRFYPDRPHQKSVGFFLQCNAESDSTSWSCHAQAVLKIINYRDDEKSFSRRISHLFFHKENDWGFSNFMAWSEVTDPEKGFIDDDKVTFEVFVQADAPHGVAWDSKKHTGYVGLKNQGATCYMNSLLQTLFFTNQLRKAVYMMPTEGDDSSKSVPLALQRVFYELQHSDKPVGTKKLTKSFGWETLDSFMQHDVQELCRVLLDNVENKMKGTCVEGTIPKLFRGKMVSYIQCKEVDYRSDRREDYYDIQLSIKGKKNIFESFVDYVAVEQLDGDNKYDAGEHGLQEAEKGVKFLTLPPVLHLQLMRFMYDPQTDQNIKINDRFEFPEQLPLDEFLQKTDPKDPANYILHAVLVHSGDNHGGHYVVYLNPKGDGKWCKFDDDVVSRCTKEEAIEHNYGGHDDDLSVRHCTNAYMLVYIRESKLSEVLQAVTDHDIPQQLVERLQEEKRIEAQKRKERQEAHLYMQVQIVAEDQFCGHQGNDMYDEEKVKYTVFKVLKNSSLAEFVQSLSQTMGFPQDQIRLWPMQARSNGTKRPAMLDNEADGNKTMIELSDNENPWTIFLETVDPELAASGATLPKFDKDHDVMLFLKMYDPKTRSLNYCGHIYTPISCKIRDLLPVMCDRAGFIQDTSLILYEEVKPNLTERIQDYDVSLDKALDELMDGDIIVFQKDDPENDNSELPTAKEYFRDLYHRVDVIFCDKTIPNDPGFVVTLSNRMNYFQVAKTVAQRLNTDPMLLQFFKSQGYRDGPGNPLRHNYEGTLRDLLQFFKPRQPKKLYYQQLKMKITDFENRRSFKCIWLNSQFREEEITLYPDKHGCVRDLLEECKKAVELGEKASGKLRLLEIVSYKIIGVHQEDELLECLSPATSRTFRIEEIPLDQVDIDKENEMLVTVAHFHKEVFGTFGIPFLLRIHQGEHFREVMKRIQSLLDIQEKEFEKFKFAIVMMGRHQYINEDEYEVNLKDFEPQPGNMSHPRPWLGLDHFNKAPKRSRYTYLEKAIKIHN
USP17 inh: human USP17-like deubiquitinase inhibition; A8MUK1; purified USP17, Ub-rhodamine cleavage fluorescence, 3 h; inhibition, % at 50 µM; 6.5% of 47,000 active
USP8 block: human USP8 deubiquitinase inhibition. inhibition, % at 20 µM. 4.2% of 47,000 active. purified USP8, Ub-rhodamine cleavage fluorescence, 30 min
USP28 block: human USP28 deubiquitinase inhibition. Q96RU2. purified USP28, Ub-rhodamine cleavage fluorescence, 30 min. inhibition, % at 25 µM. 3% of 47,000 active
OTUD3 inh: human OTUD3 deubiquitinase inhibition; Q5T2D3; purified OTUD3, Ub-rhodamine fluorescence, 2 h; inhibition, % at 25 µM; 0.7% of 47,000 active
USP10 inh: human USP10 deubiquitinase inhibition. AID 1645856. Q14694. purified USP10, Ub-rhodamine fluorescence, 60 min. inhibition, % at 20 µM. 1.1% of 47,000 active
UCHL1 block: human UCHL1 deubiquitinase inhibition. purified UCHL1, Ub-rhodamine cleavage fluorescence. P09936. inhibition, % at 20 µM. 0.2% of 47,000 active
USP30 inh: blocks human USP30 ubiquitin-rhodamine cleavage | Q70CQ3 | purified USP30, Ub-rhodamine cleavage fluorescence | inhibition, % at 25 µM | 5.3% of 47,000 active | AID 1645860
An asterisk follows results filed as active. Rule as the data show it: active = inhibition above about 30%; inactive = the rest.

How did Cn1c(=O)n(CCCO)c(=O)c2c1nc1n2CCCN1c1ccccc1 do in these assays?
USP7 block: 5.1; USP17 inh: 9.3; USP8 block: 2.4; USP28 block: 8.6; OTUD3 inh: 5.4; USP10 inh: 1.6; UCHL1 block: 0.2; USP30 inh: 27.9

How did O=c1cc(CNc2ccc(Br)cc2)nc2nc(-c3ccccc3)[nH]n12 do in these assays?
USP7 block: -40.0; USP17 inh: 81.9*; USP8 block: 45.3*; USP28 block: 41.5*; OTUD3 inh: 36.0*; USP10 inh: -8.4; UCHL1 block: -64.5; USP30 inh: 31.6*

Results for Cc1ccc(NC(=O)Cn2c(N3CCCC3)nc(C)cc2=O)cc1 ?
USP7 block: -7.9; USP17 inh: 22.4; USP8 block: -1.4; USP28 block: 2.2; OTUD3 inh: 0.8; USP10 inh: -1.5; UCHL1 block: 0.9; USP30 inh: 18.2

Results for CN1CCc2nc(NC(=O)COc3ccc(C#N)cc3)sc2C1 ?
USP7 block: 2.6; USP17 inh: 83.2*; USP8 block: -3.2; USP28 block: 33.3*; OTUD3 inh: 20.6; USP10 inh: -2.6; UCHL1 block: 0.8; USP30 inh: 59.3*

What do the screens show for `O=C(NCc1ccncc1)c1cnc2ccccc2n1`?
USP7 block: 2.4; USP17 inh: -15.1; USP8 block: -52.1; USP28 block: -10.6; OTUD3 inh: -7.5; USP10 inh: -0.1; UCHL1 block: -3.2; USP30 inh: -14.3

Results for Cn1cnc(S(=O)(=O)NC2CCCc3ccccc32)c1 (stereo not drawn) ?
USP7 block: -2.5; USP17 inh: 2.6; USP8 block: 4.1; USP28 block: -1.2; OTUD3 inh: -1.8; USP10 inh: 0.7; UCHL1 block: -4.5; USP30 inh: -0.5

What do the screens show for `CCCCNC(=O)CSc1nnc(-c2cc3ccccc3n2C)o1`?
USP7 block: 4.5; USP17 inh: 55.9*; USP8 block: 12.3; USP28 block: 23.1; OTUD3 inh: 31.1*; USP10 inh: 11.5; UCHL1 block: 3.9; USP30 inh: 72.4*

How did CCn1cc(C(=O)NCCc2ccccc2)c(=O)c2ccc(C)nc21 do in these assays?
USP7 block: -10.7; USP17 inh: -43.9; USP8 block: -8.0; USP28 block: -30.6; OTUD3 inh: -12.0; USP10 inh: -6.8; UCHL1 block: -12.1; USP30 inh: -121.1

What do the screens show for `Cc1cc(C)n2nc(C(=O)N3CCCC3c3ncc(C)[nH]3)cc2n1` (stereo not drawn)?
USP7 block: -22.6; USP17 inh: 11.3; USP8 block: -5.7; USP28 block: -63.9; OTUD3 inh: -2.6; USP10 inh: 0.0; UCHL1 block: -1.6; USP30 inh: 15.7

Results for O=C(NC1CCCC1)C(c1ccc(N2CCOCC2)cc1)N(C(=O)c1ccco1)c1cccc(C(F)(F)F)c1 (stereo not drawn) ?
USP7 block: -3.7; USP17 inh: 5.3; USP8 block: 5.2; USP28 block: -2.2; OTUD3 inh: 1.1; USP10 inh: 0.2; UCHL1 block: -0.4; USP30 inh: 3.8

What do the screens show for `COCCn1c(=O)[nH]c2cc(C(=O)NCCCN3CCN(c4ccc(F)cc4)CC3)ccc2c1=O`?
USP7 block: 1.8; USP17 inh: 11.6; USP8 block: -2.7; USP28 block: 5.8; OTUD3 inh: 4.8; USP10 inh: -0.1; UCHL1 block: 0.1; USP30 inh: 18.2

Results for O=C1CC(c2noc(-c3ccncc3)n2)CN1Cc1ccccc1 (stereo not drawn) ?
USP7 block: -2.8; USP17 inh: -16.0; USP8 block: 0.0; USP28 block: -7.5; OTUD3 inh: -3.1; USP10 inh: -2.6; UCHL1 block: -5.4; USP30 inh: -9.9

How did O=C1[C@H]2Cc3c([nH]c4ccccc34)C(c3cccc4ccccc34)N2C(=O)CN1C1CCCC1 (stereo partly drawn) do in these assays?
USP7 block: -6.2; USP17 inh: -22.2; USP8 block: 1.6; USP28 block: -29.6; OTUD3 inh: -25.0; USP10 inh: -7.1; UCHL1 block: -8.6; USP30 inh: -60.6

How did CCOC(=O)c1ccc(N2C(=O)C=C(N3CCN(CCO)CC3)C2=O)cc1 do in these assays?
USP7 block: -10.0; USP8 block: 25.0; USP28 block: -16.1; OTUD3 inh: -13.8; USP10 inh: -6.4; UCHL1 block: -10.1; USP30 inh: -47.7

How did CCN(C(=O)Cn1cnc(S(=O)(=O)N2CCCC2)c1)c1ccccc1 do in these assays?
USP7 block: -0.2; USP17 inh: 5.1; USP8 block: -0.1; USP28 block: -5.3; OTUD3 inh: 0.1; USP10 inh: 13.5; UCHL1 block: -3.6; USP30 inh: -0.1

What do the screens show for `COc1ccc(C)cc1NC(=O)CC1=NS(=O)(=O)c2ccccc2N1`?
USP7 block: 3.5; USP17 inh: -14.9; USP8 block: 2.8; USP28 block: 0.7; OTUD3 inh: -3.2; USP10 inh: -1.9; UCHL1 block: 0.4; USP30 inh: -160.9

How did COc1ccc(NC(=O)CCc2cccc3[nH]ccc23)cc1 do in these assays?
USP7 block: 5.9; USP17 inh: 0.4; USP8 block: 8.7; USP28 block: 11.5; OTUD3 inh: 5.1; USP10 inh: -0.4; UCHL1 block: 3.1; USP30 inh: 9.4

How did O=C(c1ccc(Cl)cc1)C1CCN(C(=O)c2cnc3ccccc3n2)CC1 do in these assays?
USP7 block: -23.7; USP17 inh: -1.7; USP8 block: -41.4; USP28 block: 0.0; OTUD3 inh: -0.3; USP10 inh: -3.4; UCHL1 block: -1.0; USP30 inh: -14.7

Results for Cc1ccc(NC(=O)c2nnn(-c3ccccc3)n2)cc1 ?
USP7 block: -8.9; USP17 inh: 1.0; USP8 block: 13.9; USP28 block: 28.7; OTUD3 inh: -3.2; USP10 inh: 5.8; UCHL1 block: 2.5; USP30 inh: 12.4

Results for CCN1Cc2c(C(=O)N3CCC(N(C)C)C3)ncn2-c2ccccc2S1(=O)=O (stereo not drawn) ?
USP7 block: -2.0; USP17 inh: -14.1; USP8 block: -63.9; USP28 block: -7.7; OTUD3 inh: -9.3; USP10 inh: -0.5; UCHL1 block: -5.0; USP30 inh: -2.0

Next part (5 carried over from the part before).
What do the screens show for `COc1ccc(C)cc1NC(=O)CC1=NS(=O)(=O)c2ccccc2N1`?
USP7 block: 3.5; USP17 inh: -14.9; USP8 block: 2.8; USP28 block: 0.7; OTUD3 inh: -3.2; USP10 inh: -1.9; UCHL1 block: 0.4; USP30 inh: -160.9

How did COc1ccc(NC(=O)CCc2cccc3[nH]ccc23)cc1 do in these assays?
USP7 block: 5.9; USP17 inh: 0.4; USP8 block: 8.7; USP28 block: 11.5; OTUD3 inh: 5.1; USP10 inh: -0.4; UCHL1 block: 3.1; USP30 inh: 9.4

How did O=C(c1ccc(Cl)cc1)C1CCN(C(=O)c2cnc3ccccc3n2)CC1 do in these assays?
USP7 block: -23.7; USP17 inh: -1.7; USP8 block: -41.4; USP28 block: 0.0; OTUD3 inh: -0.3; USP10 inh: -3.4; UCHL1 block: -1.0; USP30 inh: -14.7

Results for Cc1ccc(NC(=O)c2nnn(-c3ccccc3)n2)cc1 ?
USP7 block: -8.9; USP17 inh: 1.0; USP8 block: 13.9; USP28 block: 28.7; OTUD3 inh: -3.2; USP10 inh: 5.8; UCHL1 block: 2.5; USP30 inh: 12.4

Results for CCN1Cc2c(C(=O)N3CCC(N(C)C)C3)ncn2-c2ccccc2S1(=O)=O (stereo not drawn) ?
USP7 block: -2.0; USP17 inh: -14.1; USP8 block: -63.9; USP28 block: -7.7; OTUD3 inh: -9.3; USP10 inh: -0.5; UCHL1 block: -5.0; USP30 inh: -2.0

Results for C[C@@H]1CC[C@H]2C(CN3CCN(c4ccccc4F)CC3)C(=O)O[C@]23[C@H]1CC[C@@]1(C)O[C@@H]31 (stereo partly drawn) ?
USP7 block: -0.6; USP17 inh: -23.6; USP8 block: -15.3; USP28 block: -9.0; OTUD3 inh: -6.1; USP10 inh: 25.8; UCHL1 block: -1.6; USP30 inh: -22.4

How did C/C=C(\Cl)C1=CC(=O)[C@]23C[C@H]2[C@@]2(C)CO[C@@]1(O)[C@@]3(O)O2 do in these assays?
USP7 block: -35.7; USP17 inh: 68.6*; USP8 block: -35.4; USP28 block: 9.5; OTUD3 inh: -2.8; USP10 inh: -13.4; UCHL1 block: -0.9; USP30 inh: -59.6

What do the screens show for `CC(C)N1CCc2c(C#N)c(NCc3ccco3)n3cnnc3c2C1`?
USP7 block: -118.6; USP17 inh: -168.4; USP8 block: -17.6; USP28 block: -219.6; OTUD3 inh: -143.8; USP10 inh: -5.0; UCHL1 block: -137.2; USP30 inh: inactive

Results for O=C(c1ncccn1)N1CCCCC1c1ncc(Cc2ccccc2)o1 (stereo not drawn) ?
USP7 block: -3.1; USP17 inh: 6.3; USP8 block: 2.2; USP28 block: 2.9; OTUD3 inh: 9.3; USP10 inh: -0.1; UCHL1 block: -0.9; USP30 inh: 1.1

How did O=C(CCc1cccnc1)N1CCC2(CCCN2Cc2ccccc2F)C1 (stereo not drawn) do in these assays?
USP7 block: 2.0; USP17 inh: 10.8; USP8 block: -24.3; USP28 block: 16.5; OTUD3 inh: 18.3; USP10 inh: 1.6; UCHL1 block: 0.0; USP30 inh: 26.0

How did CCN(Cc1ccccc1)C(=O)c1cccc(N2C(=O)CCS2(=O)=O)c1 do in these assays?
USP7 block: -3.1; USP17 inh: 0.9; USP8 block: 1.3; USP28 block: -0.2; OTUD3 inh: -2.4; USP10 inh: -0.1; UCHL1 block: -0.2; USP30 inh: 9.3

Results for CCn1c(=O)c(CCC(=O)NCc2ccccc2)nc2c(C)nn(-c3ccccc3)c21 ?
USP7 block: 1.9; USP17 inh: -17.8; USP8 block: -3.6; USP28 block: -10.5; OTUD3 inh: 3.3; USP10 inh: -2.5; UCHL1 block: -2.3; USP30 inh: -17.7

What do the screens show for `CN1C[C@H]2CCN(C(=O)c3cccnc3)CC[C@H]2S1(=O)=O`?
USP7 block: 3.3; USP17 inh: 1.7; USP8 block: -11.6; USP28 block: 9.5; OTUD3 inh: 8.5; USP10 inh: 1.3; UCHL1 block: -0.4; USP30 inh: 6.7

What do the screens show for `O=C(CN1C(=O)C(c2ccccc2)Oc2cccnc21)NCCCN1CCCCCC1` (stereo not drawn)?
USP7 block: -54.5; USP17 inh: 40.9*; USP8 block: -16.3; USP28 block: -15.2; OTUD3 inh: -11.8; USP10 inh: -5.4; UCHL1 block: -6.9; USP30 inh: -61.1

Results for O=C(NCc1cccnc1)[C@@H]1CC[C@@H]2[C@@H](CCN2Cc2ccco2)O1 ?
USP7 block: 5.2; USP17 inh: -15.9; USP8 block: -174.2; USP28 block: -6.0; OTUD3 inh: 1.2; USP10 inh: 0.2; UCHL1 block: 1.2; USP30 inh: -5.5

Results for CN1CC[C@@H]2[C@H]1C(=O)NC[C@H](CCC(=O)NCc1ccccc1)N2C ?
USP7 block: -4.2; USP17 inh: -43.1; USP8 block: 1.0; USP28 block: 15.3; OTUD3 inh: 14.2; USP10 inh: -0.4; UCHL1 block: 5.0; USP30 inh: 2.3

What do the screens show for `COc1ccc(N2CCCS2(=O)=O)cc1NC(=O)COc1ccc(F)cc1`?
USP7 block: -0.7; USP17 inh: -0.7; USP8 block: -3.0; USP28 block: -3.0; OTUD3 inh: -7.0; USP10 inh: -2.6; UCHL1 block: -2.0; USP30 inh: -6.4

What do the screens show for `Nc1c(C(=O)c2cccs2)oc2nc(-c3ccccc3)cc(-c3ccco3)c12`?
USP7 block: -57.1; USP17 inh: -209.5; USP8 block: -181.4; USP28 block: -232.9; OTUD3 inh: -243.2; USP10 inh: -7.3; UCHL1 block: -117.4; USP30 inh: inactive

Results for Cc1ccc(C)c(NC(=O)CSc2nnc(Cc3cccn3C)n2CCc2ccccc2)c1 ?
USP7 block: -6.9; USP17 inh: -6.2; USP8 block: -16.4; USP28 block: -55.8; OTUD3 inh: -7.4; USP10 inh: 1.8; UCHL1 block: -1.0; USP30 inh: -24.9

Results for CCOc1ccccc1CNC(=O)CCn1c(-c2ccc(F)cc2)cc(C(C)=O)c1C ?
USP7 block: -0.1; USP17 inh: -2.4; USP8 block: -8.1; USP28 block: 6.1; OTUD3 inh: 3.9; USP10 inh: 1.7; UCHL1 block: 3.7; USP30 inh: 26.0

How did CCOC(=O)C1C(c2ccccc2)C2(C(=O)c3ccccc3C2=O)C2C=Cc3ccccc3N12 (stereo not drawn) do in these assays?
USP7 block: -157.5; USP17 inh: -125.8; USP8 block: -154.9; USP28 block: -176.9; OTUD3 inh: -195.2; USP10 inh: -11.0; UCHL1 block: -162.6; USP30 inh: inactive

What do the screens show for `CCC(C(=O)N1CCc2cc(OC)c(OC)cc2C1COc1ccccc1OC)c1ccccc1` (stereo not drawn)?
USP7 block: 6.3; USP17 inh: 31.0*; USP8 block: 58.9*; USP28 block: 3.9; OTUD3 inh: 12.5; USP10 inh: 4.6; UCHL1 block: 6.5; USP30 inh: 14.7

What do the screens show for `O=C(NC1CCCC1)c1coc(NC(=O)c2ccco2)n1`?
USP7 block: 5.0; USP17 inh: 3.7; USP8 block: -27.1; USP28 block: 7.1; OTUD3 inh: 13.0; USP10 inh: 2.5; UCHL1 block: 2.2; USP30 inh: 15.1
